# ELG1 DNA repair = ELG1-dependent DNA repair inhibition; HEK293T ELG1-luciferase reporter, luminescence, 16 h; DNA damage induced by 5-fluorouridine; Potency, µM (titrated, usually from 46.1 µM), for the others: top-dose activity change, negative = inhibition, most hits filed as inhibitors; hit rate 2.3% among 330,000; note: potency is the fitted concentration of half-maximal effect; % is set by controls: 0 for no effect and ±100 for the full control effect; nearly all actives have a fitted effect of over 55% in size
#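 Step one: seed 2,000 cells per well. Step two: pin-transfer compound or DMSO alongside 5-fluorouridine. Step three: incubate 16 hr, 37 °C, 5% CO2. Step four: add ONE-Glo, wait 30 min, read luminescence.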
# Mito fusion yeast = mitochondrial division inhibition or fusion activation; hit rate 0.23% among 320,000; AID 485298; S. cerevisiae fusion-defective mutant growth rescue, CellTiterGlo 48 h; Potency, µM (highest dose often 46.1 µM), for inactives: top-dose growth rescue (activation), hits mostly activators;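 note: potency is the fitted concentration of half-maximal effect; % of control where 0% means no effect; nearly all actives have a fitted effect of over 45% in size; temperature-sensitive fusion mutants such as fzo1-1 at 37 °C on non-fermentable ethanol glycerol medium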
#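 Growth-rescue viability read-out: after 48 h at the non-permissive 37C in glycerol/ethanol YPEG, yeast mitochondrial fusion mutants are measured by CellTiterGlo luminescence; compounds (23 nl pinned per well) restoring growth score as division inhibitors or fusion activators.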
# AT treatment = candidate therapy for ataxia-telangiectasia; […] A-T fibroblasts, KAP-1 phosphorylation AlphaLISA; neocarzinostatin DNA damage 30 min before lysis; Potency, µM (highest dose often 57.5 µM), for the others: top-dose activation, hits mostly activators; hit rate 0.19% among 320,000; note: potency is the fitted concentration of half-maximal effect; % of control where 0% means no effect; nearly all actives have a fitted effect of over 45% in size
#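 ATM-like activity read as KAP-1 phosphorylation via AlphaLISA donor/acceptor antibody pairs after lysis and 6 hr at 25C. Cells were ATM-null patient fibroblasts ([…], hTERT), dosed 60 min, then exposed to the DSB inducer NCS for 30 min.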
# Eya2 phos inh = inhibitors of human Eya2 phosphatase activity. recombinant Eya2, OMFP fluorescence dephosphorylation (OMFP is methylfluorescein phosphate). hit rate 0.006% among 330,000. O00167. Potency, µM (highest dose often 76.9 µM), for inactives: top-dose activity, negative = inhibition, most hits filed as inhibitors; note: potency is the fitted concentration of half-maximal effect; % is set by controls: 0 for no effect and ±100 for the full control effect
#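 Eya2 (0.2 uM) preincubated 10 min at ambient with compound, then OMFP substrate added at 50 uM; 10 min reaction in 50 mM HEPES pH 7.5, 50 mM NaCl, 5 uM MgCl2, 0.05% BSA, 1 mM DTT. Fluorescence read at Ex 485/Em 525 nm.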
# TSHR antag = blocks TSH signaling through the human TSH receptor. P16473. TSHR-expressing cells, TSH-stimulated cAMP HTRF, 2 h; active compounds read low. activity change, negative = inhibition, % at 11.5 µM. hit rate 0.2% among 330,000. AID 504810;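 active = activity change below a set negative limit, meaning inhibition stronger than a set level, cut at about -70% in these data; inconclusive = activity change between two set negative limits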; note: % is set by controls: 0 for no effect and ±100 for the full control effect
# Target sequence (P16473 whole entry, looked up): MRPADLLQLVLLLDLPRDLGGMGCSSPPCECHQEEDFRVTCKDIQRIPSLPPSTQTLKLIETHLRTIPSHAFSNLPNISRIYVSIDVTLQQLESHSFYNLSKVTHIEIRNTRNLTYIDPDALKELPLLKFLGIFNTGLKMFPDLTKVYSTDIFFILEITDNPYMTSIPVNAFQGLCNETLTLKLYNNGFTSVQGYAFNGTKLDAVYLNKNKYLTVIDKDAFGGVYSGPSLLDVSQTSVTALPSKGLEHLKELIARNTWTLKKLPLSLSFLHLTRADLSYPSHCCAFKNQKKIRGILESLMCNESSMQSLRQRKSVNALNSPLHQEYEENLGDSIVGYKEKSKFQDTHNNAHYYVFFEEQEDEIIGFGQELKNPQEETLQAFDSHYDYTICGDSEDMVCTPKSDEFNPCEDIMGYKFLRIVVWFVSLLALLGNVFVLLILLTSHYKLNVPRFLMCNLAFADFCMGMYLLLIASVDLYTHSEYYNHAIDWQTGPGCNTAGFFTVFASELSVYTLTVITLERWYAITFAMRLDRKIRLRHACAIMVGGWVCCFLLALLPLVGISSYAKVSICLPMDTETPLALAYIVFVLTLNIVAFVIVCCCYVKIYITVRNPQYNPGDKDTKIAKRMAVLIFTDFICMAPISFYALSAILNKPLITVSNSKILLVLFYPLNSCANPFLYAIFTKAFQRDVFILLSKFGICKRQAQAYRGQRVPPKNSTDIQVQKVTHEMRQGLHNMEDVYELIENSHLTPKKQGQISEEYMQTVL
#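 TSHR-expressing cells, 200/well, pre-treated with compound, then stimulated with EC80 TSH (4nM final) for 2 hours at 37 deg C. cAMP measured by competitive HTRF: anti-cAMP cryptate antibody in lysis buffer plus cAMP-d2, read after 30 minutes at room temperature.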
# S-ASM inh = human S-ASM enzyme inhibition; P17405; placental ASM, HMU-PC fluorogenic substrate, 60 min; Potency, µM (highest dose often 57.5 µM), for the others: at the top dose activity change, negative = inhibition, usual class: inhibitors; hit rate 0.006% among 340,000; AID 504937; note: potency is the fitted concentration of half-maximal effect
#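 Fluorescence read-out (Ex 386 nm, Em 447 nm) after stopping the reaction at pH 10. Enzyme: ASM from human placenta; substrate HMU-PC0, 9 uM final; 60 min, 37 °C. Compound preincubation 10 min, ambient temperature.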
# TCR act = activators of T cell receptors. AID 504894. 330,000 tested, under 10 active. Potency, µM (highest dose often 9.22 µM), for inactives: top-dose activation of IL-2 secretion, most hits filed as activators. primary human leukocytes, anti-CD3, IL-2 HTRF, 48 h; note: % of control where 0% means no effect
#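 IL-2 release read by HTRF sandwich (Eu cryptate donor, d2 acceptor, 665 nm emission) after 48 hr exposure of primary human leukocytes to compound together with anti-CD3 beads in the absence of co-stimulatory signals.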
# Tb PFK block = T. brucei PFK enzyme inhibition | O15648 | Potency, µM (titrated, usually from 57.5 µM), for the others: at the highest dose activity, negative = inhibition, usual class: inhibitors | T. brucei PFK, ADP-Glo luminescence | hit rate 0.17% among 330,000;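 note: potency is the fitted concentration of half-maximal effect; 0% = uninhibited 1x PFK enzyme wells and -100% = no-enzyme wells; nearly all actives have a fitted effect of over 60% in size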
#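 In TEA buffer at pH 8.0 with 5 mM MgCl2, enzyme (1.25 nM) converted F6P (0.5 mM) and ATP (0.1 mM) for 45 min at room temperature. ADP product was read by luciferase luminescence.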
# Chronic BCR inh = chronic active BCR signaling inhibition | ABC-DLBCL IkBa-CBG/CBR reporter, luminescence ratio, 4 h | Potency, µM (titrated, usually from 46.1 µM), inactives show at the top dose ratio change, negative = lower green/red ratio, usual class: inhibitors | hit rate 0.05% among 340,000; active = well fitted inhibition curve with a large enough effect in the signal ratio, with a control signal flat, not every such curve was filed as active; inconclusive = small, poorly fitted or top-dose-only effect, or effect the other way, or a change in a side signal; the % refers to the signal ratio;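 note: potency is the fitted concentration of half-maximal effect; plate controls were basal doxycycline-induced cells for no effect and cells given 10 µM MG132 for full effect; MG132 reads +100%, hits lower the ratio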
#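 TMD8 ABC-DLBCL cells carrying doxycycline-inducible green luciferase fused to IkappaBalpha plus unfused red luciferase were exposed to compounds (up to 46 uM) for 4 hrs at 37C. Activity came from the overlap-corrected green/red luminescence ratio.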
# PTAP TSG101 blk = blocks PTAP/TSG101 interaction to inhibit HIV-1 budding. 340,000 tested, under 10 active. AID 493005. Potency, µM (top dose mostly 115 µM), without a hit: at the top dose activity change, negative = inhibition, hits mostly inhibitors. Fluorescence polarization, FITC-PTAP peptide / Tsg101 binding. Q99816; active = well fitted inhibition curve with a large enough effect in the main read-out, with a control signal flat, not every such curve was filed as active; inconclusive = small, poorly fitted or top-dose-only effect, or effect the other way, or a change in a side signal; inactive = no such curve, though single readings can be large or run the other way; note: potency is the fitted concentration of half-maximal effect; % of control where 0% means no effect
#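 Compounds were pin-transferred onto Tsg101 binding domain (10 uM final) in HEPES pH 7.5 buffer, then FITC-PTAP peptide was added at 50 nM final. After 20 min at RT, polarization reported peptide displacement across a qHTS concentration series.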
# Integrin act MD = integrin-mediated muscular dystrophy alleviation activation; alpha7betagal myoblasts, beta-gal FDG fluorescence, 48 h; Potency, µM (series often up to 38.3 µM), without a hit: top-dose activation, most hits filed as activators; hit rate 0.064% among 350,000;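 note: potency is the fitted concentration of half-maximal effect; 100% = response of the positive control SU9516; nearly all actives have a fitted effect of over 60% in size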
#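 alpha7betagal+/- myoblasts (passage 13, 250/well) treated 48 h at 37C with compounds at 1:260 dilution of DMSO stock. Lysed, then beta-galactosidase activity read as FDG fluorescence (ex 480/em 540) after 30 min, with pre-read for autofluorescence.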
# Active calls of the source: *; u = inconclusive; x = no result given; [ ] = remark or other dose. Unless noted, calls come from the whole dose curve; as a rule, active = well fitted curve in the direction sought with a large enough effect; inconclusive = small, poorly fitted or top-dose-only effect, or another doubt; inactive = no such curve, though single readings can be large; an effect the other way counts as inactive or inconclusive. Rows were taken by chance (roughly 3.2% active in at least one column).
SMILES,ELG1 DNA repair,Mito fusion yeast,AT treatment,Eya2 phos inh,TSHR antag,S-ASM inh,TCR act,Tb PFK block,Chronic BCR inh,PTAP TSG101 blk,Integrin act MD
Cc1ccc(NC(=O)C(=O)NNC(=O)c2ccccc2C)cc1Cl,-0.3%,1.0%,-13.5%,-2.9%,-8.2,-0.5%,0.7%,-1.9%,u,1.2%,26.2%
CNC(=O)Nc1ccc2nc(C)sc2c1,u,4.2%,-0.3%,-3.6%,1.4,4.5%,-8.3%,-2.7%,20.8%,-4.2%,-15.2%
CN=C(NC#N)SCC(=O)c1ccc(Cl)cc1Cl,u,-1.3%,2.2%,0.4%,-16.9,-3.3%,x,-6.7%,-2.1%,-5.1%,-26.6%[7.66 µM]
COC(=O)[C@H](C)NC(=O)NCc1ccccc1F,-3.9%,-5.1%,-2.8%,9.6%,1.0,0.3%,3.1%,-1.1%,2.2%,-5.1%,10.7%
NC(=O)NC(=O)COC(=O)CCCSc1nc2ccccc2s1,-15.9%,2.1%,0.6%,-3.0%,-7.6,-1.6%,3.5%,-3.2%,u,-5.3%,4.4%
NS(=O)(=O)c1ccc(CCNC(=O)c2cncc(Br)c2)cc1,u,1.4%,5.1%,2.6%,3.2,-0.8%,1.4%,1.8%,7.7%,-1.0%,-2.7%
N#Cc1nc(N)nc(N(c2ccccc2)c2ccccc2)n1,2.4%,-7.7%,-1.3%,8.6%,-5.6,-2.0%,2.5%,0.3%,-14.2%,-2.2%,-24.2%
O=C1COc2ccc(C(=O)COC(=O)c3ccc(Cl)cc3[N+](=O)[O-])cc2N1,-18.0%,15.6%,6.0%,-3.6%,5.8,-10.0%,-2.1%,-2.7%,0.7%,0.5%,11.5%
Cc1ccc(C)c(N(CC(=O)NCCc2ccccc2)C(=O)CCC(=O)Nc2ccccn2)c1,6.5%,-0.4%,5.0%,-15.0%,2.5,2.3%,1.8%,-0.2%,-1.8%,0.9%,7.3%
CN(C)S(=O)(=O)c1cc(NC(=O)[C@H](Cc2ccccc2)N2C(=O)c3ccccc3C2=O)ccc1Cl,-2.2%,0.0%,-1.7%,-2.1%,-8.1,-7.9%,9.4%[46.1 µM],-0.9%,u,-0.4%,18.1%
COc1ccc(OC)c(CCNC(=O)c2ccccc2NC(=O)C2=C(C)OCCS2)c1,u,-7.2%,-2.9%,-0.2%,-2.2,0.6%,-3.5%,0.6%,1.1%,0.8%,0.0%
Cc1cc(Cl)ccc1OCCCC(=O)N1CCN(C)CC1,15.3%,-2.1%,-0.1%,-23.0%,4.8,1.9%,6.4%,-2.6%,2.4%,-0.1%,-4.9%
COc1ccc(CNC(=O)CN(Cc2ccc(OC)cc2)C(=O)c2csnn2)cc1,-0.9%,-1.1%,-0.4%,7.8%,7.3,-0.9%,1.2%,1.4%,-1.1%,-0.6%,-24.0%
O=C1CC(N2CCN(c3ccccc3)CC2)C(=O)N1c1cccc(Cl)c1 (stereo not drawn),3.7%,-9.0%,-5.3%,3.4%,-1.2,-1.9%,x,1.1%,-0.2%,-5.6%,17.8%
C=CCOc1ccc(/C=C/C(=O)OCC(=O)NCC2CCCCC2)cc1,u,-6.0%,3.1%,0.6%,7.8,-1.2%,1.5%,-0.3%,3.6%,-0.2%,-10.5%
COc1ccc(CNC(=O)C2CCN(S(C)(=O)=O)CC2)cc1,8.6%,-2.5%[9.22 µM],-2.6%,1.8%,7.4,0.7%,-64.5%,1.0%,4.2%,-7.1%,-2.0%
COc1cc(NC(=O)Cn2c([N+](=O)[O-])cnc2C)c(OC)cc1Cl,-13.3%,-1.4%,19.8%,-3.1%,-1.7,0.0%,-2.1%,-1.3%,-0.2%,-3.8%,-9.4%
Cc1ccc(Nc2ccc(C(=O)O)cc2[N+](=O)[O-])cc1,3.3%,u,-21.1%,-1.1%,-14.0,-0.7%,5.9%,0.4%,6.2%,0.0%,-6.4%
O=C(Nc1ccccn1)C(=O)N1CCCCC1,u,-2.4%,2.2%,4.0%,7.4,3.5%,1.9%[46.1 µM],1.1%,-5.0%,0.0%,8.8%
CCN(CC(=O)NCc1cccs1)c1ccc(S(=O)(=O)N2CCN(C)CC2)cn1,10.5%,0.6%,3.5%,5.8%,-6.4,3.9%,3.2%,-0.9%,-1.2%,-0.6%,15.6%
Cc1cc(NC(=O)CN2CCC(n3nnc4cc(C(F)(F)F)ccc43)CC2)no1,u,-4.7%,5.3%,1.9%,-2.1,3.7%,7.7%,0.4%,-2.4%,-2.5%,-14.9%
O=C(Nc1ccc(Br)cc1C(=O)O)c1ccc2c(c1)C(=O)N(Cc1ccccc1)C2=O,-5.2%,0.0%,4.4%,6.5%,-5.6,15.5%,x,-5.1%,-0.9%,-8.8%,-1.4%
CS(=O)(=O)Nc1ccc(C(=O)Nc2ccc3ccccc3c2)cc1,u,2.4%,9.4%,1.5%,6.5,-0.1%,x,-4.7%,u,-2.2%,-46.2%[inhibitor]
O=C(CCN1C(=O)/C(=C/c2ccccc2Cl)SC1=S)NCCCN1CCOCC1,3.0%,-0.9%,-9.2%,1.1%,21.7,-6.6%,9.3%,7.9%,6.9%,-6.2%,-54.1%[inhibitor]
CC(=O)Nc1ccc(S(=O)(=O)N2CCN(C)CC2)cc1,4.3%,-2.7%,0.2%,-7.4%,2.1,6.4%,-6.7%,-0.7%,-11.7%,0.2%,25.5%
COCCCN(C(=O)c1cc(C)oc1C)c1c(N)n(CC(C)C)c(=O)[nH]c1=O,16.0%,-6.4%,14.8%,21.6%,-11.6,3.0%,-4.6%,-8.5%,0.7%,-0.9%,0.0%
Cc1ccc(NC(=S)N(CCC(C)C)C(C)c2ccncc2)c(Cl)c1 (stereo not drawn),u,5.5%,22.7%,-26.1%,14.5,-1.5%,x,17.2%,2.3%,-1.7%,9.5%
CCCCOc1c(C(=O)Nc2ccccc2)nnn1-c1ccccc1,-18.3%,-7.0%,13.2%,-8.5%,1.0,-4.7%,-5.0%,-3.2%,-0.3%,-2.0%,18.5%
CC1CC1c1ccc(/C=C(\C#N)C(=O)Nc2cccc(Cl)c2Cl)o1 (stereo not drawn),u,1.6%,5.8%,-4.6%,-14.0,34.7%[activator],-0.3%[46.1 µM],1.1%,u,1.4%,-8.5%
O=C(Nc1ccccc1C(=O)N1CCCC1)c1ccc(Cl)c([N+](=O)[O-])c1,19.2%,0.7%,-7.1%,13.7%,-12.9,-0.8%,0.4%,-22.4%,u,-4.7%,-19.4%
COc1cc(NC(=O)c2ccc(COCC(F)(F)F)cc2)cc(OC)c1OC,5.8%,-0.7%,-3.1%,4.5%,3.7,-0.6%,7.6%,13.0%,-1.3%,-2.7%,11.9%
Cn1c(=O)c(C(=O)COC(=O)c2cc(-c3ccco3)nc3ccccc23)c(N)n(Cc2ccccc2)c1=O,u,-3.2%,-3.6%,4.9%,-9.5,x,x,-1.4%,-0.8%,x,x
Cc1ccc(C)c(-n2cc(CNCCCn3cccn3)c(-c3ccccc3)n2)c1,-8.0%,-3.4%,8.8%,-4.1%,9.9,-2.4%,-4.3%,0.7%,u,-5.7%,-68.0%[inhibitor]
CCCN1CNC(=S)N(c2ccc(C)cc2C)C1,0.7%,-3.8%,1.7%,0.1%,9.0,0.8%,-16.4%,1.8%,-0.2%,-3.9%,14.7%
COc1ccc2ccccc2c1/C=N/N1C(=O)CSC1=S,11.0%,7.2%,-19.7%,-5.2%,-4.8,-4.3%,3.7%,u,-0.7%,2.7%,8.6%
CC1CCN(c2nc3ccccc3n2CC(=O)c2ccccc2)CC1,-4.5%,-5.0%,4.5%,-20.9%,-1.6,0.5%,2.1%,-1.6%,1.6%,-0.5%,-26.5%
COCc1nn2c(N)c(-c3ccccc3)cnc2c1-c1ccccc1,-7.4%,0.4%,3.8%,-1.5%,-13.2,75.7%[activator],-15.9%,0.6%,-2.2%,-5.7%,0.0%

# High-throughput results (PubChem BioAssay)
